Source: PubChem
EP2 modulator: EP2 receptor (human) modulation. P43116. EP2-expressing cells, cAMP HTRF FRET, PGE2 co-stimulation. induction, % at 25 µM. hit rate 0.83% among 260,000;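 active = compounds whose cAMP rise, as percent of the full-agonist control response, exceeds 60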;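 also: rat C6 glioma line stably carrying human EP2 under a CMV promoter; the protocol text gives 20 µM as final concentration; 100% = response of wells given 1 µM PGE2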
Target sequence (P43116 whole entry, looked up): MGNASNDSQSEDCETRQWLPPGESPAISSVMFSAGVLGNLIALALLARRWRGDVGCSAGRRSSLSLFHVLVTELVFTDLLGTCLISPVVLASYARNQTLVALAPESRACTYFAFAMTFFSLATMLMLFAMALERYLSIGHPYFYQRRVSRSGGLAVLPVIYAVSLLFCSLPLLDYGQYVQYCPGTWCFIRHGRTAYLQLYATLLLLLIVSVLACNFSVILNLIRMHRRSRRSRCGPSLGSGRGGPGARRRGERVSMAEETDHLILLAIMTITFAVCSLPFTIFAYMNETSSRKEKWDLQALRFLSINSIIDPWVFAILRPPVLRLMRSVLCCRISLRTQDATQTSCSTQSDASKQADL
TRPML3 agonist: human mucolipin-3 channel agonism | AID 1448 | hit rate 0.29% among 220,000 | activation, % at 3 µM | Q8TDD5 | HEK293 TRPML3-YFP, Fluo-8 calcium fluorescence; 100% = the carbachol control signal;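 active = activation above its plate's cutoff, the mean activation of the plate's test wells plus 3 SD, cut at about 12% in these data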;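 also: 0% = DMSO only wells and 100% = carbachol wells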
Target sequence (Q8TDD5 whole entry, looked up): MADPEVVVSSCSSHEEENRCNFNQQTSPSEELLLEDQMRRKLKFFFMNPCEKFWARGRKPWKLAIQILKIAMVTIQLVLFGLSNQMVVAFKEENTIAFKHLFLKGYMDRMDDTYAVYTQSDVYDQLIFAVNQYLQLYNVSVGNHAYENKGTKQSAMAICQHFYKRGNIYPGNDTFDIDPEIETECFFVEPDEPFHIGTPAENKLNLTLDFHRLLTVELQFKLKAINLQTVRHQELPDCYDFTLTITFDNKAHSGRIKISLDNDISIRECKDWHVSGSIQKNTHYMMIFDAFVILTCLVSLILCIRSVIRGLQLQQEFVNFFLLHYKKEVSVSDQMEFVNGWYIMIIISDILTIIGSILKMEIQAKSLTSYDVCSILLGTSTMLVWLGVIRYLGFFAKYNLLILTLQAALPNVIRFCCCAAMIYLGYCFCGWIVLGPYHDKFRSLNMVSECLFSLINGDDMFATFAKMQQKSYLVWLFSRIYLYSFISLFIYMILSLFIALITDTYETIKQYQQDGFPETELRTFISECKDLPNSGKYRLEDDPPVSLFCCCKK
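system = HEK293 cells stably carrying human TRPML3-YFP | doses = one concentration, 3 µM nominal, 0.3% DMSO | timing = dye loading 1 h 37 °C then 30 min ambient, 125 s read | detection = Fluo-8 calcium dye fluorescence, ex 470-495, em 515-575 nm | benchmarks = high control carbachol 87 µM, low control DMSO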
NPY Y1 blocker: NPY-Y1 (human) receptor antagonism. hit rate 1% among 200,000. HEK293-CNG Y1 cells, membrane potential fluorescence; NPY at EC95, then isoproterenol. P25929. AID 1040. inhibition, % at 3.6 µM;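 active = inhibition above the campaign mean inhibition of all tested compounds plus 3 SD, cut at about 20% in these data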;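 also: 0% = DMSO wells given NPY plus isoproterenol and 100% = isoproterenol alone without NPY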
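Assay system: HEK293 Y1/CNG channel cell line; Doses: single compound dose of 3.6 µM, 0.4% DMSO; Timing: dye 3 h, compound 60 min room temperature, stimulation 45 min; Technique: Membrane-potential fluorescent dye readout; Measure: % inhibition of NPY effect.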
PPC-1+TRAIL kill: compounds killing PPC-1 cancer cells with TRAIL present (potentiator screen, no TRAIL-free arm); PPC-1 cells + TRAIL, ATPLite viability luminescence; cell killing (% activity), % at 4 µM; hit rate 0.41% among 220,000; AID 1443;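 active = cell killing above 50% in the first pass at 4 µM, then a duplicate retest at 5 µM averaging 50% or more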;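 also: plate controls were cells with TRAIL plus DMSO for no effect and medium-only wells lacking cells for full effect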
NPY1 pot ag: potentiators or agonists of human neuropeptide Y receptor Y1 | P25929 | NPY-Y1 expressing cells, potentiator/agonist activation | activation, % at 3.6 µM | hit rate 0.37% among 220,000 | AID 1304; in the data active = activation above about 33%, passing the limit was not always enough;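 also: cells stimulated with NPY at EC10 then isoproterenol at EC100; 0% = low agonist plus stimulus and 100% = saturating agonist plus stimulus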
CHOP inhibitor: blocks CHOP induction under ER stress; CHO-K1 CHOP-promoter luciferase, tunicamycin-induced, 15-18 h; inhibition, % at 10 µM; hit rate 3.8% among 220,000; AID 2732;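 active = compounds that reduced the stress-induced luciferase reporter signal by more than about 70% of percent inhibition, limit read from the data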;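 also: 0% = tunicamycin plus vehicle and 100% = wells without tunicamycin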
PGE2 EP2 inh: inhibitors of human EP2 prostaglandin E2 receptor. hit rate 0.52% among 260,000. P43116. AID 1422. inhibition, % at 25 µM. C6 glioma cells expressing human EP2, cAMP TR-FRET; cells stimulated with saturating PGE2;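 active = percent inhibition above 40 after rounding to a whole number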;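 also: rat C6 glioma host cells with rolipram phosphodiesterase inhibitor present; the protocol text gives 20 µM as final concentration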
14-3-3 Bad PPI: disrupts binding of bovine 14-3-3 zeta to phospho-Bad peptide. hit rate 0.71% among 220,000. P63103. AID 781. inhibition, % at 21.7 µM. TR-FRET 14-3-3zeta/Dy647-pBad peptide displacement, 1 h;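 active = inhibition above about 70%, limit read from the data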;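 also: 0% = full 14-3-3 plus peptide FRET controls and 100% = background without 14-3-3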
zfTRPN1 agonist: zebrafish TRPN1 (NompC) channel agonism. activation, % at 3 µM. HEK293 zebrafish TRPN1-YFP, Fluo-8 calcium fluorescence; 100% = response to 87 µM carbachol. hit rate 0.18% among 220,000;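 active = activation above its plate's cutoff, the mean activation of test wells on that plate plus 3 SD, cut at about 19% in these data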;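 also: 0% = DMSO alone and 100% = 87 µM carbachol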
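System: zebrafish TRPN1-YFP in HEK293 cells / Dosing: 3 µM single point / Timing: dye loading 1 h at 37 °C, then 30 min room temperature / Signal: Fluo-8 calcium fluorescence, excitation 470-495 nm, emission 515-575 nm / Read-out basis: percent activation from peak over basal fluorescence ratio, control-normalized / Control set: high carbachol 87 µM, low DMSO alone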
Starred values were filed as active, the others as inactive; / = no result given; & = joins results of further samples; [ ] = dose if it differs, or a comment. Some of the compounds tested (hit frequency here may not be typical).

Molecule	EP2 modulator	TRPML3 agonist	NPY Y1 blocker	PPC-1+TRAIL kill	NPY1 pot ag	CHOP inhibitor	PGE2 EP2 inh	14-3-3 Bad PPI	zfTRPN1 agonist
Cc1ccc(C(=O)OC2OC(=O)C(Cl)=C2N2CCOCC2)cc1 (configuration not stated)	11.4	0.1	-0.2	14.4	15.2	13.2	4.5	-20.5	-0.3
O=C(CSc1nc2ccccc2s1)N/N=C/c1ccccc1C(=O)O	-6.8	0.3	/	9.7	-10.4	-8.7	5.3	-4.1	-0.6
CCCCCCCOC1(c2ccccc2)OC(=O)c2ccccc21 (configuration not stated)	35.1	1.8	3.5	21.7	9.5	31.7	5.7	6.1	-0.5
COc1ccc(-c2cc(C(=O)N3CCN(C(c4ccccc4)c4ccccc4)CC3)no2)cc1OC	35.2	0.5	4.2	10.0	-1.0	2.2	9.2	1.9	2.6
O=C(C1CCCN(Cc2ccccc2F)C1)N1CCc2ccccc2C1 (configuration not stated)	-26.0	0.1	/	-0.4	6.1	-4.1	5.9	23.4	-1.4
CC1(C)CC(=O)C(CCCN2C(=O)c3ccccc3C2=O)C(=O)C1	-1.4	0.2	3.9	9.0	-8.3	19.6	7.2	-1.9	-0.2
NS(=O)(=O)c1ccc(N=Cc2c(O)n(-c3nccs3)c(=O)c3ccccc23)cc1	-16.0	1.1	/	-2.6	3.5	3.1	7.5	-1.1	-0.7
COc1ccc(CCNC(=O)C(=O)NCC2OCCN2S(=O)(=O)c2ccc(Br)cc2)cc1OC (configuration not stated)	-30.5	3.4	-4.0	14.6	-5.2	50.9	2.2	-17.6[fluorescence artefact?]	4.9
CN=C(Nc1cc(C)nn1-c1ccccc1)c1ccc(F)cc1	22.3	1.0	0.3	13.0	-7.1	24.7	7.9	-5.8	1.6
O=C(Cn1cc2c(n1)CCCCC2)NC1CCCCCC1	4.2	-0.4	2.2	8.6	0.4	5.5	4.9	4.5	0.9
FC(F)(F)c1ccc(N2CCOCC2)c(NC2=NCCCCC2)c1	8.2	0.3	2.2	12.6	-4.8	2.4	7.7	81.6*	1.3
CN(CCOC(=O)c1ccc2c(c1)OCCO2)C(C)(C)C	17.0	0.4	-1.0	-20.7	-23.0	9.0	6.9	14.4	1.1
CCCc1nnc(NC(=O)CCC(=O)N2CCCCCC2)s1	9.8	1.1	5.9	14.3	8.5	-0.2	10.2	-5.3	0.0
CC(Oc1cccc(Cl)c1)C(=O)NCCCCc1ccccc1 (configuration not stated)	-99.8	0.2	8.9	19.1	-26.4	26.9	12.8	-9.8[fluorescence artefact?]	-0.9
Cc1cccn2c(=O)c3cc(C(=O)NCC4CCCO4)n(C)c3nc12 (configuration not stated)	/	1.4	0.1	/	-9.2	/	/	/	-0.2
COc1ccc(N2CCN(C(c3nnnn3CCc3ccccc3)C(C)C)CC2)cc1 (configuration not stated)	-29.7	0.1	10.5	-13.0	-6.1	42.2	8.2	-8.7	-0.5
Cc1cc(C(=O)OCC(=O)NC(=O)c2cccn2C)c2ccccc2n1	-20.7	0.6	/	21.7	-38.1	5.6	7.1	4.9	1.3
CCOC(=O)Cc1csc(NC(=O)c2ccc(NC(C)=O)cc2)n1	-26.3	0.8	1.6	-21.8	2.5	7.7	18.6	8.0	2.9
COc1cc(C2N(c3ccc(F)cc3)C(=O)C3CCCN32)cc(OC)c1OC (configuration not stated)	-8.1	0.6	1.0	14.8	1.1	23.2	8.1	1.0	1.4
O=C1CS/C(=N/N=C/c2ccccc2OS(=O)(=O)c2ccccc2)N1	18.4	0.7	2.5	17.0	3.8	9.3	6.7	-0.5	0.1
CC(C)CC(=O)Nc1sc2c(c1C#N)CC(C)(C)NC2(C)C	0.3	0.9	8.8	1.8	-4.2	-8.2	11.2	17.2	1.2
O=C(CN1C(=O)NC2(CCCC2)C1=O)NCC1CCCO1 (configuration not stated)	22.1	0.6	-1.8	9.0	-4.5	-2.9	9.3	-0.5	0.6
CN1CCC(CNC(=O)Nc2csc3ccccc23)CC1	-3.2	0.5	/	-4.7	5.3	5.0	4.8	-3.3	0.7
O=C(Nc1nccs1)c1ccc(Br)c(S(=O)(=O)N2CCOCC2)c1	-29.2	3.0	2.3	2.8	-24.7	-10.3	6.9	-0.4	6.8
C/C=C(\C)CN1CCN(c2ccccc2)CC1	12.3	-0.2	0.8	7.7	16.8	-26.5	12.3	73.7*	0.1
CCOC(=O)c1sc(NC(=O)C(CC)OC(=O)C(CC(C)C)NC(=O)c2ccccc2)nc1C (configuration not stated)	67.4*	0.0	-7.1	6.6	-16.8	30.2	18.5	1.5	-0.9
CCc1c(C)nc2ncnn2c1NCCc1ccc(OC)c(OC)c1	18.0	1.7	-1.1	27.0	10.6	20.5	11.4	4.8	1.1
CCOC(=O)N1CCC(NC(=O)C(NC(=O)C2CCC(C)CC2)C(C)CC)CC1 (configuration not stated)	6.3	0.1	0.6	2.1	-3.7	-29.7	/	14.3	1.5
C/C=C/c1ccc(OCc2cc(=O)n3cc(C)ccc3n2)c(OC)c1	-11.7	0.8	/	6.4	-9.3	15.4	12.1	-11.2	-0.8
O=C1OCC2=C1C(c1ccc(F)cc1)CC(=O)N2c1ccccc1 (configuration not stated)	-14.5	0.1	-1.4	10.8	0.5	6.5	5.0	-1.4	-0.7
O=C(COC(=O)CCC1CCCC1)Nc1ccc(Cl)cn1	29.5	0.9	3.0	12.3	-3.2	72.6*	5.1	9.8	-0.9
Cc1ccc(-c2nc(-c3cccnc3)sc2CC(=O)Nc2ccc3nc(C)sc3c2)cc1	4.0	1.0	7.3	4.8	-4.1	-2.0	2.1	-66.0	1.0
Cc1nc(CSc2n[nH]c(=O)n2-c2cccc(F)c2)cs1	-0.8	0.1	/	7.2	0.5	9.4	12.2	2.0	-0.2
C=CCOC(=O)C1=C[C@@H](c2ccc(C(F)(F)F)cc2)[C@H](CCCO)[C@@H](OCC)O1	-3.0	1.3	1.5	3.7	21.1	24.7	12.9	0.9	0.3
CCN1CCCC1CNC(=O)COc1cc(=O)n(C)c2ccccc12 (configuration not stated)	6.7	0.5	0.2	0.8	6.9	-1.9	3.0	1.2	0.8
N=c1scc(-c2ccccc2)n1/N=C/c1ccco1	6.2	0.4	-4.2	9.0	-20.2	16.9	5.8	14.4	0.2
CCN(CC)c1ccc(C2CC(=O)Nc3cc(OC)c(OC)cc32)cc1 (configuration not stated)	19.1	-0.2	1.3	8.6	-18.8	4.8	10.1	-8.5	0.8
Cc1csc(SCC(=O)Nc2ccc(S(=O)(=O)N3CCCC3)cc2)n1	1.6	0.9	-4.3	-6.4	-29.3	6.4	8.9	-6.2[fluorescence artefact?]	-0.1
CC(=C/c1ccco1)/C=N/NC(=O)c1ccncc1	-22.4	0.8	/	-14.5	-10.7	2.6	8.0	-6.6	0.2
COc1ccc2nc(N3CCCCC3)c(C#N)cc2c1	-14.9&-24.0	0.4	-3.8	-4.0	2.6	39.2	2.2&6.5	6.2	1.0
CCOC(=O)c1ccc(Oc2nc(N(C)C)nc(N(C)C)n2)cc1	43.7	-0.4	-3.3	10.0	-13.3	71.3*	11.1	-5.4	-1.5
Fc1ccccc1/C=N/n1cnnc1	8.9	-0.3	-3.2	14.2	-22.5	41.7	3.9	5.3	0.7
CC(Cc1ccsc1)NC(=O)CCc1nnc(CCc2ccccc2)o1 (configuration not stated)	3.5	0.0	12.0	17.0	-12.1	8.0	3.9	-6.8	-0.1
Cc1ccc(NC(=O)COC(=O)CN2C(=O)COc3ccccc32)cc1	-9.8	-0.1	-3.8	7.5	-27.4	20.1	8.8	-10.4[fluorescence artefact?]	-0.1
Cc1ccc(Nc2nnc(SCC(=O)Nc3cccc(S(=O)(=O)NC4=NCCCCC4)c3)s2)c(C)c1	16.9	-0.2	1.5	17.4	-17.7	53.4	10.9	-12.8	-2.3
C=CCn1sc(N)c(C(=O)OCC)c1=S	-12.6	-0.4	0.5	-0.5	20.6	29.3	14.3	-15.3	-0.8
COCC(=O)Nc1ccc(Br)cc1C	8.1	0.9	3.7	5.6	2.1	-1.4	6.7	-7.0	1.0
Cc1cc(Cl)ccc1OCC(=O)N/N=C/c1ccc(OC2OC(CO)C(O)C(O)C2O)cc1 (configuration not stated)	-10.9	0.5	/	4.3	-13.4	-5.8	1.3	-2.1	1.8

Quoted from the listing:
EP2 modulator, C/C=C(\C)CN1CCN(c2ccccc2)CC1 : 12.3
TRPML3 agonist, Cc1cccn2c(=O)c3cc(C(=O)NCC4CCCO4)n(C)c3nc12 (configuration not stated) : 1.4

(cont.)
Molecule	EP2 modulator	TRPML3 agonist	NPY Y1 blocker	PPC-1+TRAIL kill	NPY1 pot ag	CHOP inhibitor	PGE2 EP2 inh	14-3-3 Bad PPI	zfTRPN1 agonist
O=C(CN1C(=O)C2CC=CCC2C1=O)Nc1nnc(SCc2ccc(Cl)cc2)s1 (configuration not stated)	-10.1	0.1	23.9*	17.3	-25.3	11.0	12.9	-11.0	1.1
COc1cccc(N2C(=O)/C(=C\c3cccs3)NC2=S)c1	-17.3	0.2	-3.1	15.5	47.7*	-11.2	7.5	-23.9	1.5
CC(C)(C)C1=Nn2c(nnc2-c2ccccc2F)SC1	-5.1	0.8	-3.4	-10.5	-8.2	10.0	7.9	/	0.4
Nc1ccc(C(=O)N/N=C2\CCCc3c2[nH]c2ccccc32)cc1	-31.4	-0.5	5.0	-4.4	3.5	10.4	14.8	-5.5[fluorescence artefact?]	1.9
CCC(c1nnc(SCC(=O)Nc2ccc(Cl)cc2C(F)(F)F)n1C1CCCCC1)N(C)C (configuration not stated)	35.2	-0.1	-2.2	2.5	0.5	-2.2	4.9	-10.0[fluorescence artefact?]	-1.1
C=CCC(C)(NCc1ccccc1)c1ccc(C)cc1 (configuration not stated)	51.2	0.4	10.8	5.8	16.8	75.2*	9.4	-9.2	-0.5
CC(NC(=O)Cc1ccccc1)C(c1ccccc1)N1CCOCC1 (configuration not stated)	-21.0	-0.2	-1.4	12.3	6.0	24.5	4.5	4.0	-1.6
CCc1ccccc1NC(=O)c1cccs1	5.7	0.1	-0.2	9.3	-3.8	39.1	9.2	-1.4	-0.2
